Compound activity: PubChem, The Scripps Research Institute Molecular Screening Center
M4 ag: CHRM4 agonism in calcium assay | CHO-K1 hM4/Gqi5, Fluo-8 calcium fluorescence; vehicle 0%, full acetylcholine response 100% | activation, % at 3 µM | hit rate 0.14% among 360,000 | AID 624127;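 active = activation above the run mean over all test wells plus 3 SD, cut at about 32% in these data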;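 also: peak over basal fluorescence ratio per well then scaled between controls; 0% = DMSO wells and 100% = acetylcholine at EC100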
Target sequence (P08173 whole entry, looked up): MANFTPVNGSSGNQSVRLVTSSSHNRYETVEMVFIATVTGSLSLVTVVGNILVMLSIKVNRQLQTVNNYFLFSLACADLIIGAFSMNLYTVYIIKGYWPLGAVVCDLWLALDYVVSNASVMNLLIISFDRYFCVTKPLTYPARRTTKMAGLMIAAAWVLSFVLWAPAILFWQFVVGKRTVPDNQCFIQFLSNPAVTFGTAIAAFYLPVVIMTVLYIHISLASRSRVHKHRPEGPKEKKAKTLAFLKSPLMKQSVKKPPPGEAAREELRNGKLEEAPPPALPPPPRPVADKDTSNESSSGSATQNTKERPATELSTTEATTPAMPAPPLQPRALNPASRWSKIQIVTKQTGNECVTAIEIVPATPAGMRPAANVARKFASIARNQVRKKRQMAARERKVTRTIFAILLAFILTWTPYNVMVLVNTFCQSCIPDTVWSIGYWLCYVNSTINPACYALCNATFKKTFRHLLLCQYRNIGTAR
M5 PAM: positive allosteric modulators of human muscarinic M5 receptor | P08912 | CHO-K1 hM5, Fluo-8 calcium, ACh EC20 PAM; 0% = ACh EC20, 100% = ACh EC100 | activation, % at 3 µM | hit rate 0.3% among 360,000 | AID 624038;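 active = activation above the run cutoff, the mean activation of all test compounds plus 3 SD, cut at about 18% in these data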
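Probe or stimulus: acetylcholine, EC20 level; Assay system: human M5 receptor in CHO-K1 cells; Schedule: compound preincubation 140 s before EC20 acetylcholine addition; Technique: intracellular calcium via Fluo-8 fluorescence; Dosing: single-point, 3 µM nominal; Read-out basis: percent activation from peak-over-basal fluorescence ratio, scaled EC20-to-EC100 acetylcholine; Repeats: one well per compound, no replicates.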
CHRM1 antagonist: antagonists of human M1 muscarinic receptor. hit rate 1.3% among 360,000. CHO-K1 hM1, Fluo-8 calcium fluorescence, ACh EC80 antagonist. inhibition, % at 3 µM. AID 588852;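 active = percent inhibition above its own plate's cutoff, namely the mean of that plate's compound wells plus 3 SD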;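 also: peak over basal fluorescence ratio during 140 s after agonist addition; 0% = ACh EC80 plus DMSO and 100% = DMSO alone without agonist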
Target sequence (P11229 whole entry, looked up): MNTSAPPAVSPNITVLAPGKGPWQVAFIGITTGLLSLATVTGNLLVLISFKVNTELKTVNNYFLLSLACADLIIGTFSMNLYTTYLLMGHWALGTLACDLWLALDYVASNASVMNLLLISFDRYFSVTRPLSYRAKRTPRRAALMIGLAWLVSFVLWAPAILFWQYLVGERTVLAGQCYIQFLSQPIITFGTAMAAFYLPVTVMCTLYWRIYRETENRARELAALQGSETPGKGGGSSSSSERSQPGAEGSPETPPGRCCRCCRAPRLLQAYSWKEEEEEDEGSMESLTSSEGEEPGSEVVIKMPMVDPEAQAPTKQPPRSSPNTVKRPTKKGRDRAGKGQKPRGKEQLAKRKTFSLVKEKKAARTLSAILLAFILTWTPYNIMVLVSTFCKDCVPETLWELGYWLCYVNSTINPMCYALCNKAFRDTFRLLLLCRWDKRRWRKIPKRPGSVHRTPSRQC
CHRM1 PAM: human CHRM1 positive allosteric modulation | activation, % at 3 µM | AID 588819 | CHO-K1 hM1, Fluo-8 calcium fluorescence, ACh EC20; 0% = ACh EC20, 100% = maximal ACh | P11229 | hit rate 0.088% among 360,000; in the data active = activation above about 19%, passing the limit was not always enough
M1 ag: agonists of human M1 muscarinic receptor. P11229. CHO-K1 hM1, Fluo-8 calcium fluorescence, agonist mode; 0% DMSO, 100% acetylcholine EC100. activation, % at 3 µM. hit rate 0.33% among 360,000. AID 588814;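 active = activation above the run's mean compound activation plus 3 SD, cut at about 16% in these data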;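 also: peak over basal fluorescence ratio within a 140 s kinetic read after compound addition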
M4 antag: CHRM4 antagonism in calcium assay | P08173 | CHO-hM4 cells, ACh EC80, Fluo-8 calcium fluorescence | inhibition, % at 3 µM | hit rate 0.73% among 360,000 | AID 624125;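 active = inhibition above its plate's cutoff, the mean inhibition of sample wells plus 3 SD, cut at about 27% in these data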;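 also: 0% = acetylcholine EC80 with DMSO and 100% = DMSO without agonist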
M5 ag: CHRM5 agonism in calcium assay; P08912; CHO-K1 hM5 cells, Fluo-8 calcium fluorescence; 0% DMSO wells, 100% maximal acetylcholine response; activation, % at 3 µM; hit rate 0.19% among 360,000; AID 624037;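 active = activation above the run's mean over test compounds plus 3 SD, cut at about 23% in these data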;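 also: signal is peak over basal fluorescence ratio across the kinetic read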
TAAR1 agonist: human TAAR1 agonism; Q96RJ0; CHO RD-HGA16 TAAR1, Fluo-8 calcium fluorescence; vehicle wells 0%, saturating PEA agonist 100%; activation, % at 3 µM; hit rate 0.99% among 360,000;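 active = activation above the mean activation of all test compounds in the run plus 3 SD, cut at about 38% in these data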
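test system = CHO RD-HGA16 cells carrying human TAAR1 plus Gα16 | schedule = 17-24 h seeding, 75 min 37 °C dye, 30 min RT | compound dosing = 3 µM single concentration | control set = DMSO and PEA EC100 | replicates = n 1 | signal = Fluo-8 fluorescence, 5 s baseline then 140 s kinetic read | measure = percent activation vs PEA EC100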
CHRM5 antagonist: antagonists of human muscarinic M5 receptor (CHRM5); P08912; CHO-hM5 cells, Fluo-8 calcium fluorescence, ACh EC80; inhibition, % at 3 µM; hit rate 0.59% among 360,000; AID 624040;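 active = inhibition above a per-plate cutoff, the mean of that plate's test compounds plus 3 SD, cut at about 27% in these data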;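 also: 0% = acetylcholine EC80 with DMSO and 100% = DMSO without agonist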
The depositor's hits bear a star; / = not tested or not shown. This is a subset, so the mix of outcomes need not match the whole.

nr	Structure	M4 ag	M5 PAM	CHRM1 antagonist	CHRM1 PAM	M1 ag	M4 antag	M5 ag	TAAR1 agonist	CHRM5 antagonist
1	Oc1ccccc1C1CCCCC1c1ccccc1 (stereo unspecified)	-1.2	-2.7	-3.5	-3.3	-7.2	-0.7	-5.2	0.8	0.7
2	CC(=O)Nc1cccc(-c2csc(C(C)(O)c3ccccc3)n2)c1 (stereo unspecified)	7.4	-4.4	-15.9	7.3	-0.1	-4.3	1.2	2.2	5.1
3	O=C(CSCc1ccc([N+](=O)[O-])cc1)Nc1cccc(C(=O)Nc2ccccc2C(=O)O)c1	-0.7	-0.6	-32.3	4.3	-0.2	7.8	3.6	4.5	-0.3
4	CCN(Cc1ccccc1)C(=O)c1ccc(SC)cc1OC	0.9	-2.6	-4.3	6.5	-3.3	4.2	-5.9	13.1	-7.6
5	COc1ccc(S(=O)(=O)CCC(=O)NCCc2ccc(S(N)(=O)=O)cc2)cc1	0.4	-2.2	-3.4	3.0	-1.5	0.5	-0.5	17.3	-9.3
6	CN(C(=O)COC(=O)c1cc2c(s1)CCCCC2)c1ccccc1	0.7	-3.1	-1.2	0.9	-6.6	-8.8	-6.8	6.4	3.5
7	CCc1nc2ccccc2n1Cc1ccccc1OC	0.5	-4.8	-22.9	-1.9	-1.4	1.2	-4.5	3.9	2.4
8	CCOc1cccc2cc(C(=O)NCc3ccc(OC)cc3)c(=N)oc12	0.3	-7.2	-4.7	4.7	-2.5	-15.9	-2.4	-0.7	8.2
9	COc1ccc(NC(=S)N(CCc2ccncc2)C(C)C)cc1Cl	6.1	-4.1	-4.9	3.1	-1.9	1.1	1.5	4.5	5.5
10	COc1ccc(-c2nc3ccc(C)cn3c2NCc2ccc3c(c2)OCO3)cc1	6.2	-7.1	-0.9	1.6	-5.8	-15.1	-2.8	5.9	11.4
11	CCOc1ncccc1C(=O)Nc1ccccc1F	-0.5	3.8	-13.4	17.7	-0.1	-5.3	3.5	7.3	-3.8
12	COc1ccc(-c2[nH]ncc2CN2CCC(C(=O)c3ccc(F)cc3)CC2)cc1	3.7	2.1	-14.0	9.0	-3.5	9.1	-0.2	4.2	6.7

(cont.)
nr	Structure	M4 ag	M5 PAM	CHRM1 antagonist	CHRM1 PAM	M1 ag	M4 antag	M5 ag	TAAR1 agonist	CHRM5 antagonist
13	CCOc1cc(N2CCOCC2)c(OCC)cc1NC(=O)C(NC(=O)c1ccco1)C(C)C (stereo unspecified)	0.5	5.0	-10.7	8.1	-2.0	-6.8	-3.6	19.4	3.8
14	CNC(=O)C[C@H]1C(=O)N(C2CCCCC2)C[C@@H]1c1ccc(Br)cc1	0.6	6.3	-2.2	4.8	-2.0	-10.3	-0.7	0.3	-2.1
15	O=C(OCc1cncs1)c1ccccc1Cl	0.9	-0.5	-13.6	14.0	-3.7	-2.7	-1.4	2.0	4.6
16	CC(C)Oc1ccc(C(=O)N2CCC(CCC(=O)NC3CC3)CC2)cc1	1.5	1.7	-10.7	7.6	-3.9	-7.2	-0.1	-0.4	-2.1
17	CCn1nc(C)c(CN2CCc3c([nH]c4ccccc34)C2C(C)(C)C)c1C (stereo unspecified)	3.4	-8.7	-1.1	-4.6	-13.0	1.4	-10.6	17.0	-0.2
18	CCOc1ccc(C2C(C(=O)c3ccc(C)o3)=C(O)C(=O)N2c2nc(C)c(C(=O)OC)s2)cc1 (stereo unspecified)	0.2	4.0	-11.7	10.5	-5.4	1.8	-7.6	5.3	-7.6
19	COc1ccc(/C(C)=N/NC(=O)CNC(=O)c2cccs2)cc1OC	0.8	3.0	-4.3	12.1	-7.1	-4.5	-2.1	-0.2	-4.5
20	C=CCNc1nc(C)c(CNc2c(C)cc(C)cc2C)nc1C#N	-1.6	5.5	-13.7	4.6	-5.2	-3.0	-0.2	0.3	-2.5
21	CNS(=O)(=O)c1ccc(NC(=O)c2cncc(Br)c2)cc1	1.8	-0.2	3.4	3.8	-2.7	-8.8	-1.9	4.2	1.6
22	Nc1cccc(S(=O)(=O)Nc2ccccc2)c1	0.9	-3.4	-6.9	10.1	-4.4	-0.8	-6.2	8.4	4.8
23	Cc1ccc2cccc(OCCCOc3ccccc3CO)c2n1	8.8	5.7	-19.6	7.2	-5.8	-8.2	-9.1	5.2	-4.9
24	COc1ccc(-n2c(CNC(=O)c3cc(OC)c(OC)c(OC)c3)n[nH]c2=S)cc1	0.6	-8.8	-0.7	4.1	-5.6	-1.3	-2.9	10.8	1.9

Following part
nr	Structure	M4 ag	M5 PAM	CHRM1 antagonist	CHRM1 PAM	M1 ag	M4 antag	M5 ag	TAAR1 agonist	CHRM5 antagonist
25	Cc1ccc2oc(-c3ccc(NC(=O)c4ccc5c(c4)OCO5)cc3)nc2c1	1.1	-9.0	-2.3	6.0	-0.4	-2.8	0.8	3.7	0.1
26	CCNC(=S)NNC(=O)c1csc2ccccc12	0.2	4.5	-2.2	4.6	-5.0	1.5	-2.0	0.7	2.8
27	COC(=O)Cn1ncc(N(C)Cc2ccccc2)c(Cl)c1=O	1.1	-1.8	-10.6	7.2	-3.3	5.9	-1.4	-1.0	9.9
28	Cn1cc(/C(Cc2ccccc2)=N\O)c2ccccc21	-2.8	-3.9	-6.7	5.5	-5.3	3.3	-3.9	2.3	4.7
29	Nc1nc2c(ncn2[C@@H]2O[C@H](CNCc3cnc(N4CCOCC4)nc3)[C@@H](O)[C@H]2O)c(=O)[nH]1	1.0	-0.7	-15.5	2.6	-3.8	0.1	0.2	0.5	3.6
30	COCC(C)NC(=O)Cc1ccc(Cl)cc1 (stereo unspecified)	0.8	-2.8	-0.7	0.5	-4.7	-2.0	-1.5	3.3	2.4
31	O=C1c2ccccc2C(=O)c2c([N+](=O)[O-])ccc(O)c21	1.0	4.5	-4.6	4.8	-2.4	1.5	-0.1	0.2	4.9
32	CC(=O)N1[C@H](C)C=C[C@]1(Cc1ccccc1)C(=O)O	3.5	6.6	-2.5	5.9	-2.9	-6.0	2.6	6.7	5.1
33	N#Cc1cccc(NC(=O)c2ccc(S(=O)(=O)N3CCOCC3)cc2)c1	4.3	-4.2	-8.6	8.0	-2.0	-9.5	2.3	3.0	-2.1
34	COC(=O)c1c(C)[nH]c(C(=O)OC(C)C(=O)NC2CCCCC2C)c1C (stereo unspecified)	0.3	-2.4	-13.4	26.2*	8.0	-8.9	0.7	4.5	-2.4
35	CC1=NN(C(=O)c2ccccc2Br)C(O)(c2cccnc2)C1 (stereo unspecified)	0.3	0.1	-0.3	2.2	-1.5	10.1	-2.8	6.8	7.2
36	O=c1[nH]n2c(C(F)(F)F)cc(C3CC3)nc2c1N=Nc1ccccc1	1.7	-0.8	2.6	0.7	-5.7	2.5	1.0	5.3	-7.6

The results go on:
nr	Structure	M4 ag	M5 PAM	CHRM1 antagonist	CHRM1 PAM	M1 ag	M4 antag	M5 ag	TAAR1 agonist	CHRM5 antagonist
37	CC(C)CNc1nnnc2c1sc1nc(N3CCOCC3)c3c(c12)CCCC3	1.1	1.8	-25.9	15.7	-1.7	6.1	2.2	4.3	0.9
38	CC1CCCC(C)N1CC(O)COC1CCC(C(C)(C)C)CC1 (stereo unspecified)	5.0	5.7	0.5	-4.8	-7.2	11.5	-6.3	7.2	0.3
39	CCn1c(SCC(=O)N/N=C/c2cc(OC)c(OC)c(OC)c2)nc2ccccc21	7.0	-7.3	-8.0	5.2	-5.7	-9.5	1.2	7.6	4.1
40	CC(=O)Nc1cncc(-c2cccc(C(=O)NCCN(C)C)c2)n1	1.1	0.3	-3.6	2.1	-5.0	-7.4	0.3	-0.3	4.1
41	Cc1onc(-c2ccccc2)c1C(=O)NC(C)C1CCCO1 (stereo unspecified)	12.8	-11.6	28.7	-13.4	-1.9	7.8	3.9	1.4	14.5
42	Cc1ccc(S(=O)(=O)NCCCCCC(=O)Nc2c(C)n(C)n(-c3ccccc3)c2=O)cc1	0.0	1.5	10.4	-4.0	-2.1	17.9	-0.3	3.3	7.1
43	COc1ccc(NC(=O)CN2CCc3ccccc3C2)c(OC)c1	1.0	-1.5	1.9	-5.6	-4.4	-15.8	-1.4	9.4	-10.5
44	CCOc1ccc(C(=O)OCC(=O)NCCCc2ccccc2)cc1	1.6	3.4	-14.6	7.8	-8.0	7.2	-4.0	2.5	8.0
45	O=C1CSC(=Nc2cc(Cl)ccc2Cl)N1	-2.1	3.8	-6.8	5.0	0.0	-8.8	0.9	/	-6.5
46	COc1ccc(CNC(=O)c2cnccn2)cc1	0.3	-11.2	7.6	-10.2	-0.2	2.3	-1.3	0.6	1.6
47	C[C@]12C(=O)N(c3ccc(F)cc3)C(=O)N1[C@H]1c3ccccc3OC[C@@H]1[C@H]2c1ccccc1	2.6	5.0	-15.2	13.3	0.8	-6.5	5.1	11.9	9.6
48	O=C(Cc1ccccc1Cl)NCCCn1ccnc1	0.8	3.1	-8.0	8.1	-8.7	1.8	-0.5	-3.0	0.5

Other entries:
nr	Structure	M4 ag	M5 PAM	CHRM1 antagonist	CHRM1 PAM	M1 ag	M4 antag	M5 ag	TAAR1 agonist	CHRM5 antagonist
49	CC(=O)c1sc(NC(=O)CCN2C(=O)C3CC=CCC3C2=O)nc1-c1ccccc1 (stereo unspecified)	9.9	-8.9	8.3	0.1	-5.7	3.6	3.1	8.4	5.4
50	Cc1ccc(S(=O)(=O)N2[C@@H](c3ccc(Cl)cc3)C(C(=O)O)=CC[C@H]2c2cccs2)cc1	0.3	-0.8	8.5	-1.1	-7.9	-1.7	0.7	2.5	2.6
51	COc1ccc(CN(C(=O)c2snc(C(N)=O)c2N)C(C(=O)NC2CCCC2)c2cc(OC)ccc2OC)cc1 (stereo unspecified)	-0.1	-3.8	-1.8	1.8	-4.2	0.5	-1.9	-1.7	9.4
52	CC(C)(C)C(=O)c1sc(Nc2ccccc2)nc1N	0.0	-7.5	-25.8	5.6	1.2	-9.5	4.1	1.7	4.0
53	Cc1cc(C(F)F)n2ncc(C(=O)NCCc3ccccc3Cl)c2n1	2.4	-1.8	5.0	-4.3	-5.0	-5.7	-7.2	68.3*	1.4
54	O=C(/C=C/c1ccccc1)c1ccccc1O	-1.3	7.2	4.5	3.8	-1.8	-5.0	3.6	/	4.1
55	COc1ccccc1OCC(=O)N1CCCCCC1	-0.3	-5.6	-15.7	4.2	-8.1	-2.1	-2.1	0.8	7.4
56	Nc1nonc1-n1nnc(C(=O)N/N=C/c2ccc(O)cc2)c1CN1CCCCCC1	1.8	-5.5	2.1	-1.0	-8.6	4.5	-1.4	2.6	6.1
57	CC(Sc1ccccc1)C(=O)N(CCC#N)Cc1cccnc1 (stereo unspecified)	0.8	1.9	-12.6	8.2	-5.5	2.2	-1.0	5.1	5.3
58	CC(=O)Nc1ccc(S(=O)(=O)NNC2=NS(=O)(=O)c3ccccc32)cc1	0.1	8.5	-8.2	13.3	-0.2	5.2	0.1	2.0	-1.8
59	COc1cc2cc(CN(CCc3ccccc3C)C(=S)NCCCN3CCOCC3)c(=O)[nH]c2cc1OC	2.7	4.8	-8.7	9.3	-5.0	-6.5	-6.1	3.8	-12.6
60	COc1ccc(C(=O)Nc2ccc(S(=O)(=O)Nc3nccc(C)n3)cc2)cc1[N+](=O)[O-]	0.5	-5.6	-7.6	5.4	-3.3	-6.8	0.1	-0.3	-1.5
